RAD52 inh – RAD52 DNA annealing inhibitors, primary screen, biochemical, FRET, single point, set 2 | DNA repair protein RAD52 homolog (Homo sapiens), P43351 | recombinant RAD52 DNA annealing, FRET fluorescence | inhibition, % at 18.7 µM | actives 0.46% (n = 360,000) | AID 651710, 2012;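 active means every replicate showing at least 50% inhibition; inconclusive means mean inhibition at least 50% but not in every replicate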
Target sequence (P43351 whole entry, looked up): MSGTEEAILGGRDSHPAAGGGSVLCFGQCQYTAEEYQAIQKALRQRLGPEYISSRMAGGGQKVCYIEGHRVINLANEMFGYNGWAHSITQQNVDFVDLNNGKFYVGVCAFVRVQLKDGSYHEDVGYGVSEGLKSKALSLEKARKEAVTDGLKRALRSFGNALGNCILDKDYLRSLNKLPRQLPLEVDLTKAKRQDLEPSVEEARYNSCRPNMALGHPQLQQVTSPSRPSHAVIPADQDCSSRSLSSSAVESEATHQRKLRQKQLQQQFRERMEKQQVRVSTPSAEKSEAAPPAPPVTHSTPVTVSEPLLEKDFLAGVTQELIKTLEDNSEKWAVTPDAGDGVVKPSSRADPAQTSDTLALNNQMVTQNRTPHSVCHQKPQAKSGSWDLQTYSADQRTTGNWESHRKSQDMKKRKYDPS
RAD54 branch – inhibitors of human RAD54 branch migration, primary screen, biochemical, fluorescence, single point; inhibition, % at 10.4 µM; RAD54 Holliday junction branch migration, FAM/BHQ fluorescence; AID 602329, 2012; DNA repair and recombination protein RAD54-like (Homo sapiens), Q92698; actives 0.14% (n = 360,000);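 active means mean normalized replicate activity at least 40 and at least half of replicates scoring 40 or more; inconclusive means only one of the two criteria met; inactive means mean below 40 and under half of replicates reaching 40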;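 further: 0% = median of neutral control wells and 100% = median of positive control wells; inhibitors cause a drop in the FAM fluorescence signal; in these data hits start at about 50%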
GSIS activator – GLuc luminescence reporter in INS-1E cells, primary screen for activators of glucose-dependent secretion of insulin. INS-1E GLuc reporter insulin secretion, 2-3 h. activation, % at 16.6 µM. actives 0.61% (n = 370,000);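 active means lowest replicate activation of at least 40%, so every replicate reaches that level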;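 further: 0% = median of neutral control wells and 100% = median of IBMX positive control wells; some compounds called inactive have numbers as strong as hits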
XiGFP reactiv – activators of inactive X chromosome reactivation, primary screen, imaging, XiGFP fibroblasts, GFP high-content imaging, set 2; XiGFP mouse fibroblasts, % GFP-positive cells imaging, 3 d; cells co-treated with 5-aza-dC sensitizer; scaled so ellipticine positive control = 100%; activation, % at 7.58 µM; actives 0.055% (n = 360,000);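 active means mean normalized replicate activation at least 10% and every replicate at or above 10%; inconclusive means only one of the two criteria met; inactive means mean below 10% and not all replicates reach 10%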;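 further: 0% = median of on-plate neutral control wells and 100% = ellipticine 6 µM median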
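System: 68-5-11 XiGFP fibroblast line | Buffer or medium: DMEM containing 5-aza-dC | Compound: Single point | Times: Compounds 3 days, fix/stain 15 min at room temperature | Benchmarks: Positive control ellipticine, 6 µM final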
Casp6 inh – human caspase-6 inhibitors, primary screen, biochemical, VEID-R110 fluorescence, single point, set 2; P55212; purified caspase-6, Z-VEID-R110 cleavage fluorescence; inhibition, % at 12.5 µM; actives 0.53% (n = 350,000);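 active means mean inhibition across replicates at least about 35%, with every replicate also reaching that limit, limit read from the data; inconclusive means only one of the two criteria met; inactive means neither criterion met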;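 further: 0% = median of neutral control wells and 100% = no fluorescence left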
Target sequence (P55212 24-179 limits assumed): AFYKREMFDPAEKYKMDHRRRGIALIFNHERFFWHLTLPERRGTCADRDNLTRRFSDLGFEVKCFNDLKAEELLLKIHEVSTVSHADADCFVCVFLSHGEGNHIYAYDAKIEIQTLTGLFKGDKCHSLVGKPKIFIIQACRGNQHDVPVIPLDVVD
Target sequence (P55212 194-293 limits assumed): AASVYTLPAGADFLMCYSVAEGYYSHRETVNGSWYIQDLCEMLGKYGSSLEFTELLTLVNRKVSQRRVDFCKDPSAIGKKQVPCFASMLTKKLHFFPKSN
CFTR F508del cor – F508del CFTR correction, initial screen, CFBE line, single point | actives 0.36% (n = 350,000) | activity (quench increase), % at 7.58 µM | AID 720511, 2013 | CFBE cells, YFP halide quenching; stimulated with forskolin plus potentiator P3; % fluorescence drop versus neutral controls;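 active means mean added fluorescence quench of at least 8% versus neutral control, with both replicates also reaching 8%; inconclusive means only one of the mean or replicate conditions met; inactive means mean below 8% and not both replicates reaching 8%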;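 further: cells transiently co-express mutant CFTR-F508del with the halide-sensitive YFP; corrector assay measuring rescue of mutant channel to the surface after 24 h compound exposure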
E-selectin induc – E-selectin induction in HUVECs, primary screen, imaging, HUVEC, immunofluorescence imaging, single point. P16581. normalized: neutral wells 0, TNF-alpha wells 100. actives 0.37% (n = 260,000). activation, % at 7.58 µM;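 active means mean E-selectin-positive cell signal at least 10% of the positive control, reached in at least 60% of replicates, without over 20% cell loss; inconclusive means no rule given, readout overlaps actives, possibly toxicity-flagged; inactive means the rest, including those meeting only one limit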;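 further: in these data hits start at about 27%; measured in HUVEC primary endothelial cells; signal is the percent of cells scored E-selectin positive by PE staining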
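System: HUVEC / Compound: single concentration / Signal: immunofluorescence imaging / Read-out: percent E-selectin-positive cells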
DENV2 CPE rescue – inhibitors of DENV2 cytopathic effect, primary screen, cell-based, plate reader, single concentration; DENV2-infected cells, cytopathic effect rescue; actives 1.7% (n = 350,000); AID 651640, 2012; CPE inhibition, % at 9.99 µM; in the data active means CPE inhibition above about 20%, passing the limit was not always enough; inconclusive means no clear call, values can overlap the other calls; tested in BHK-21 cells;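 further: 0% = median of neutral control wells and 100% = median of positive control wells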
Active calls of the source: *; ? = inconclusive; / = not tested or not shown; & = joins results of further samples.

SMILES,RAD52 inh,RAD54 branch,GSIS activator,XiGFP reactiv,Casp6 inh,CFTR F508del cor,E-selectin induc,DENV2 CPE rescue
O=C(Nc1ccncc1)Nc1ccncc1,-17.5,/,20.8,0.0,-1.5,-0.6,4.5,3.5
O=C(c1ccco1)N1CCN(C(=O)c2cccs2)CC1,-11.4,1.3,-1.8,/,1.7,-0.7,/,/
C[C@H]1CN([C@@H](C)CO)C(=O)Cc2cc(NC(=O)CCCCCC(=O)Nc3ccccc3N)ccc2O[C@H]1CN(C)C(=O)Nc1cccc2ccccc12,-2.2,/,4.6,0.6,/,0.7,-12.3,27.6*
Cc1nn(C)c(C)c1NS(=O)(=O)c1ccc(Cl)cc1,-5.4,8.0,31.0,0.1,13.0,1.5,-1.1,-4.0
Cc1n[nH]c(=O)c2c(NC(=O)COC(=O)Cc3ccc(Cl)cc3Cl)oc(C)c12,-10.2,-7.4,-3.2,0.1,-2.1,0.9,0.4,4.3
CCCc1nnc(NC(=O)NCCN2C(=O)C3C4C=CC(C4)C3C2=O)s1 (centres undefined),-6.5,0.0,2.4,0.1,-0.6,0.9,-0.4,-1.4
Nc1cccc(C(=O)Nc2ccc3nc(-c4cccnc4)[nH]c3c2)c1,-19.6,/,-2.3,-0.3,5.4,/,/,-5.2
C[C@H]1CCCCO[C@H](CN(C)S(=O)(=O)c2ccccc2)[C@@H](C)CN([C@@H](C)CO)C(=O)c2cc(NC(=O)Nc3ccccc3)ccc2O1,-5.1,2.1,-17.1,0.0,-0.3,-2.5,/,19.8
CC1Cc2cc(S(=O)(=O)NCc3ccccc3)ccc2N1C(=O)C1CC1 (centres undefined),-4.3,5.5,4.8,0.1,0.2,2.7,/,-6.0
Cc1nn(C)cc1CN(C)C(=O)c1nn2c(c1Br)NC(c1cccs1)CC2C(F)(F)F (centres undefined),-8.9,/,-9.0,-0.5,1.6,2.1,/,17.1
CC(Sc1nnc2c(n1)[nH]c1ccccc12)C(=O)NC1CCCCC1 (centres undefined),-17.7,-8.6,13.9,-0.1,4.5,-3.5,-0.2,3.0
COc1ccc(S(=O)(=O)N(C)C[C@@H]2Oc3ncc(/C=C/c4ccccc4)cc3C(=O)N([C@H](C)CO)C[C@@H]2C)cc1,15.4&4.6,-1.4&-4.5,-48.4,0.3,0.9&-3.1,0.5&6.7,0.6,?
CC(C)NC(=O)Nc1ccc2c(c1)C(=O)N([C@@H](C)CO)C[C@H](C)[C@H](CN(C)C)O2,0.8,3.4,7.0,0.8,-2.7,1.0,-4.5,-2.8
CC(C)OCCCn1c(SCC(=O)N2CCCC2=O)nc2ccccc2c1=O,-10.7,3.5,-5.3,-0.1,1.5,4.0,0.4,-7.1
C[C@H]1CN([C@@H](C)CO)S(=O)(=O)c2ccc(C3=CCCCC3)cc2O[C@H]1CN(C)C(=O)CC1CC1,6.8,-7.2,-14.7,-0.7,2.3,-2.0,0.2,-3.5
N#Cc1nc(-c2ccco2)oc1N1CCN(C(c2ccccc2)c2ccccc2)CC1,-2.5,-9.5,-13.0,/,-3.1,1.0,/,-2.1
CN1C(=O)c2cc(NC(=O)NC3CCCC3)ccc2OC[C@H]2O[C@H](CC(=O)NCC3CC3)CC[C@H]21,9.0,-0.1,10.2,0.8,0.0,-1.8,0.0,-3.7
O=C(C[C@H]1C=C[C@@H](NC(=O)c2ccccn2)[C@@H](CO)O1)NCc1cccc(F)c1,-7.1,1.0,0.4,-0.1,-2.3,2.0,-0.5,-2.4
CCS(=O)(=O)Nc1ccc2c(c1)C(=O)N(C)[C@@H]1CC[C@H](CC(=O)NC)O[C@@H]1CO2,7.1,3.6,7.0,0.3,2.5,1.3,0.0,8.0
COc1ccc(OC)c(NC(=O)C(C#N)=Cc2ccco2)c1,-18.2,-0.1,3.7,0.0,7.2,5.2,/,-0.2
CCCC(=O)Nc1ccc2c(c1)C(=O)N(C)[C@@H]1CC[C@@H](CC(=O)NCC(F)(F)F)O[C@H]1CO2,/,5.6,7.6,0.0,/,-4.9,0.0,-1.8
Cc1ccc(C(=O)N2CCN(c3ccccn3)CC2)cc1Cl,-11.6,-14.0,5.1,0.0,1.1,2.3,0.4,12.8
C[C@@H]1CN([C@@H](C)CO)C(=O)Cc2cc(NC(=O)Nc3ccc(C(F)(F)F)cc3)ccc2O[C@@H]1CN(C)C(=O)Nc1ccc2c(c1)OCO2,/,-5.5,3.8,0.0,/,0.8,12.3,-14.6
COc1ccc(OC)c(NC(=O)Nc2cc(C(=O)O)ccc2C)c1,-16.2,-11.2,-11.3,0.0,1.6,2.3,-0.4,13.4
C[C@H]1CN([C@@H](C)CO)C(=O)c2cc(NC(=O)Nc3ccccc3)ccc2O[C@H]1CN(C)C(=O)Nc1ccc2c(c1)OCO2,/,/,-2.5,-0.5,/,-1.4,0.2,/
COc1ccc(/C=N/NC(=O)CCc2n[nH]c(=O)[nH]c2=O)cc1O,-3.7,-2.9,-4.6,-0.1,0.1,/,-0.2,-2.7
O=C(CSc1nnc(Nc2ccccc2)s1)NC1CC1,-10.5,3.0,7.2,0.4,-1.3,1.8,0.2,14.8
CC(=O)NC(Cc1ccccc1)C(=O)Oc1ccc2ccccc2c1 (centres undefined),-51.0,-9.8,-11.6,0.1,-4.6,-0.5,-0.1,?
Cc1noc(C)c1NC(=O)Nc1ccc2c(c1)C(=O)N([C@H](C)CO)C[C@@H](C)[C@@H](CN(C)C)OCCCC[C@@H](C)O2,-1.6,17.4,15.7,3.6,-0.7,3.7,0.0,4.3
C[C@H]1CCCCO[C@@H](CN(C)CC2CCCCC2)[C@@H](C)CN([C@@H](C)CO)C(=O)c2cc(NC(=O)Nc3ccccc3)ccc2O1,22.9,18.6,24.5,0.2,-2.0,-3.6,-0.1,-0.3
Cc1ccc(CNC(=O)CCCC(=O)c2ccccc2)cc1,-8.1,-3.9,31.8,0.3,-0.4,-1.2,0.0,0.2
COC(=O)[C@H]1[C@H](CO)[C@H]2Cn3c(ccc(-c4ccccc4)c3=O)[C@H]2N1C(=O)CC1CC1,-3.0,0.5,-2.9,0.1,-0.5,/,1.4,-0.2
CCOC(=O)C1(Cc2ccccc2)CCN(Cc2cc(=O)c3ccccc3[nH]2)CC1,-25.7,/,-5.4,0.0,2.9,-1.5,/,4.7
O=C1c2ccccc2C(=O)N1CCC(O)C[N+](=O)[O-] (centres undefined),-25.7,/,-6.7,0.0,/,3.9,5.0,5.1
COC(=O)C(C)Sc1nc(N)c(NC(=O)c2ccco2)c(=O)[nH]1 (centres undefined),-23.9,2.3,22.7,0.0,2.9,1.1,0.1,-3.9
CN(CC(=O)Nc1ccc(Cl)cc1)C(=O)CNC(=O)c1ccc(Br)o1,-4.3,-1.3,-7.8,0.0,6.6,-3.9,/,3.4
COc1ccc(C(CNC(=O)c2oc3ccc(OC)cc3c2C)N2CCCC2)cc1 (centres undefined),-52.8,-8.2,-20.1,0.1,2.6,-2.2,0.5,-0.1
CCOC(=O)C1CCCCN1S(=O)(=O)c1ccc2c(c1)CC(C)N2C(=O)C1CCC1 (centres undefined),-7.4,-10.3,-24.3,0.0,7.5,4.5,/,-1.1
Cc1ccc(C(F)(F)F)cc1NC(N)=S,-1.0,/,12.1,0.0,-2.8,-1.7,/,4.3
C[C@@H]1CN([C@H](C)CO)S(=O)(=O)c2ccc(C#CCC3CCCC3)cc2O[C@H]1CN(C)C,-9.2,2.4,-19.6,0.0,1.1,1.2,1.4,6.3
COc1ccc(C(=O)NC(=S)Nc2ccc(S(=O)(=O)Nc3cc(OC)ncn3)cc2)cc1,-37.1,-5.1,-3.1,0.0,3.9,0.9,1.5,-3.7
O=S(=O)(c1ccc(SCCOc2ccc(F)cc2)nc1)N1CCCC1,-11.3,0.3,-6.0,0.0,-2.1,2.7,0.3,1.8
O=C(O)CCn1cc(-c2ccc(Cl)cc2)nc1-c1ccncc1,-13.1,-4.4,6.1,-0.3,3.7,-0.8,0.0,-8.7
CC(=O)c1cccc(N2C(=O)C3C(C(=O)Nc4cc(C)on4)C4(C)C=CC3(O4)C2C(=O)NC(C)(C)C)c1 (centres undefined),-5.4,-1.8,6.5,0.3,5.0,2.3,-2.9,10.6
C[C@H](CO)N1C[C@H](C)[C@H](CN(C)S(=O)(=O)c2ccc(Cl)cc2)OCCCC[C@H](C)Oc2ccc(NS(=O)(=O)c3ccccc3)cc2C1=O,6.3,-14.8,-7.3,0.4,-0.4,-0.2,-0.2,-2.2
COCC(=O)N1[C@H](CO)[C@H](c2ccccc2)C12CN(C(=O)NC1CCCC1)C2,1.6,/,6.8,0.2,2.0,-0.7,-0.1,1.8
O=C(C1CC1)N1CC(=O)N2[C@H](CO)[C@H](c3ccc(-c4cccnc4)cc3)[C@H]2C1,-5.4,/,-5.3,3.9,-0.8,0.1,-0.1,-0.5
OCCCNc1ncnc2c1ncn2[C@H]1CN(Cc2cccs2)C[C@@H](CO)O1,-4.5,-6.9,20.3,0.0,-1.5,1.8,-0.1,12.5
CCOC(=O)N(C)C[C@@H]1OCc2cnnn2CCCC(=O)N([C@H](C)CO)C[C@H]1C,-8.5&0.0,0.0&-0.5,-5.2&11.2,0.1,-2.6&-3.0,-0.8&0.8,2.9&-0.2,18.4&0.7
O=C(C[C@H]1CC[C@H]2[C@@H](COC[C@@H](O)CN2C(=O)Nc2ccc(Cl)cc2)O1)NCC1CC1,7.6,10.2,-10.2,0.2,0.1,-1.9,0.3,5.9
CCCc1nnc2c(N(C)S(=O)(=O)c3ccc(C)cc3)nc3ccccc3n12,-10.3,/,68.2*,0.5,-1.6,/,-2.8,0.0
COc1ccc(C(=O)Nc2ccc3c(c2)C(=O)N(C)C[C@H](OC)[C@H](C)CN(C)[C@H](C)CO3)cc1,4.3,-1.9,5.8,-0.2,2.6,-1.1,-0.3,-3.4
O=C(NCCc1ccccc1F)c1ccc2c(c1)OCCO2,-12.5,6.2,20.4,0.1,-6.5,-1.5,/,5.9
CCCCOC(=O)c1cc(=O)[nH]c2ccccc12,-11.3,/,57.7*,/,0.9,-5.1,/,-11.9
Cc1ccc(CN(C)C(=O)C2CCC(=O)N(CCc3ccccc3)C2)o1 (centres undefined),-12.7,-10.4,3.1,0.4,1.2,-1.3,/,-0.3
CNc1cc(NS(=O)(=O)c2ccc(N)cc2)nc(NC)n1,3.0,-15.9,5.5,0.1,-4.9,-1.1,1.6,1.3
CCC(=O)N1C[C@@H](C)[C@H](OC)CN(C)C(=O)c2cc(NC(=O)c3ccc(OC)cc3)ccc2OC[C@H]1C,/,-8.0,-13.2,-0.1,/,-2.3,0.0,/
